RGS7-Gao reg = regulators of human RGS7-Galphao interaction | P09471 | binding response (% of control), % at 10 µM | AID 1439 | 220,000 tested, 0.35% active | Multiplexed bead flow cytometry, RGS7-Galphao binding; actives lie on both sides; in the data active means binding response below about 49% or above about 150%; inconclusive means no clear call, values can overlap the other calls; inactive means in between;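 further: fluorescent Galphao held in activated GDP-AlF4 state binding bead-coupled RGS7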
Target sequence (P09471 whole entry, looked up): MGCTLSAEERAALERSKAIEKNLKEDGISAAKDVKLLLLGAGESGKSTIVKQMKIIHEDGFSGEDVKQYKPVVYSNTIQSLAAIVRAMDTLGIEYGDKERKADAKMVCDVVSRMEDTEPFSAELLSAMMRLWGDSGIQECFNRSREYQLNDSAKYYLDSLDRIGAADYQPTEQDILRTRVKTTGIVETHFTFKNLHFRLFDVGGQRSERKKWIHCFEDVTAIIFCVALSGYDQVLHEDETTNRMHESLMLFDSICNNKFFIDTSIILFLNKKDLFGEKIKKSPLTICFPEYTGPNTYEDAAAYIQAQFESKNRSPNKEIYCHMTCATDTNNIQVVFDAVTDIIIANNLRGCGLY
Mcl-1 Bim block = inhibitors of Bim-Mcl-1 interaction, human. Q07820. Bead-based flow cytometry, Bim peptide-Mcl-1 binding. inhibition, % at 10 µM. 190,000 tested, 0.1% active. AID 1009; in the data active means inhibition above about 40%;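 further: 0% = no compound tracer wells and 100% = peptide blocker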
RGS8-Gao = regulators of human RGS8-Galphao interaction | P09471 | multiplexed bead flow cytometry, RGS8-Galphao binding; actives lie on both sides | response (percent of control binding), % at 10 µM | 220,000 tested, 0.34% active; in the data active means response below about 60% or above about 140%; inactive means in between;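 further: Galphao activated as the GDP aluminium fluoride complex binding bead-coupled RGS8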
ABCG2 inh = inhibitors of human ABCG2 transporter, ABCB1 counter-screen; Q9UNQ0; IgMXP3 cells, JC-1 efflux, flow cytometry; inhibition, % at 6.6 µM; 190,000 tested, 0.1% active; AID 1325;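 active means inhibition above 80%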;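 further: 0% = DMSO and 100% = nicardipine control wells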
Target sequence (Q9UNQ0 whole entry, looked up): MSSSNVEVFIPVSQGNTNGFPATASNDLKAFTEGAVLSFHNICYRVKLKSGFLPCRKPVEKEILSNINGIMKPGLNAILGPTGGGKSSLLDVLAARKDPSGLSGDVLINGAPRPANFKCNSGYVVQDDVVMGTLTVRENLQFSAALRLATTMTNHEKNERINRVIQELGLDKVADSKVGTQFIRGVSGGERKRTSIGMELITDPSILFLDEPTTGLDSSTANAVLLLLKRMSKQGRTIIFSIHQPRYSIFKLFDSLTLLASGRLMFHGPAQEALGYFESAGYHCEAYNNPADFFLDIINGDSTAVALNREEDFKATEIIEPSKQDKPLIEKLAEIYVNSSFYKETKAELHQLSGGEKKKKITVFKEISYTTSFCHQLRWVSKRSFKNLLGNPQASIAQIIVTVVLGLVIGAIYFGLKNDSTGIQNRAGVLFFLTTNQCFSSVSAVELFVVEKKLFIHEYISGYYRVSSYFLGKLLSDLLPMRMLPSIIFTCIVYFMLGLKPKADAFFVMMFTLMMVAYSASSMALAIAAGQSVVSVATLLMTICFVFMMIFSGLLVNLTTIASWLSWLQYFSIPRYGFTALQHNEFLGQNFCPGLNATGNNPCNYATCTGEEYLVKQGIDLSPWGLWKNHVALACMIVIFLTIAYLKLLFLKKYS
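Test system: IgMXP3 (ABCG2) plus far-red-tagged CCRF-Adr (ABCB1) cells / Amount: 3 million cells/mL in well / Reagent: JC-1 transporter substrate / Timing: 10 min compound exposure, 25 °C / Signal: flow cytometry, 530 nm JC-1 signal / Read-out: percent efflux inhibition, scaled nicardipine 100% to DMSO 0% / Benchmarks: nicardipine as high control, DMSO as low control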
RGS4-Gao reg = human RGS4-Galphao interaction regulation; 220,000 tested, 0.33% active; binding response (% of control), % at 10 µM; Multiplexed bead flow cytometry, RGS4-Galphao binding; actives lie on both sides; P09471; in the data active means binding response below about 49% or above about 150%; inactive means in between;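 further: fluorescent Galphao activated with aluminum fluoride binding bead-coupled RGS4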
Pf gamet viab = kills late stage P. falciparum gametocytes. P. falciparum stage V gametocytes, ATP luminescence, 24 h. inhibition, % at 10.9 µM. 150,000 tested, 0.065% active. AID 743093;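 active means inhibition above the mean plus 3 SD of compounds within the control limits, set per campaign, cut at about 38% in these data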;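 further: 0% = DMSO wells and 100% = medium only without gametocytes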
GSH bead fluor = compound fluoresces at 488/530 nm on GSH beads; GSH beads flow cytometry, compound fluorescence 488/530 nm; stronger effect = higher value; fluorescence (KMESF) at 10 µM; 190,000 tested, 0.25% active; in the data active means fluorescence above about 89;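 further: glutathione beads carrying GST-tagged Bcl family fusion proteins plus one bare bead set; values are compound well signal with DMSO vehicle wells as background; inactives centre near 16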
ABCB1 block = human ABCB1 inhibition, ABCG2 as counter-screen | inhibition, % at 6.6 µM | 190,000 tested, 0.067% active | CCRF-Adr cells, JC-1 efflux, flow cytometry | P08183; in the data active means inhibition above about 40%;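 further: 0% = vehicle and 100% = reference inhibitor; higher value means more JC-1 retained so stronger ABCB1 efflux block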
Mcl1 Bid PPI = Mcl-1/Bid interaction inhibition; TR-FRET Mcl-1/Bid-Dy647 peptide binding, 1536-well; inhibition, % at 21.7 µM; Q07820; 220,000 tested, 0.97% active;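 active means compounds that cut the binding signal by more than half at the single screening dose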;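 further: His-tagged Mcl-1 with europium anti-His antibody binding Bid BH3 peptide; 0% = Mcl-1 plus peptide wells and 100% = peptide-only wells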
Avidin fluor = compound fluoresces at 488/530 nm on avidin beads. compound fluorescence 488/530 nm, flow cytometry; stronger effect = higher value. fluorescence (KMESF) at 10 µM. 220,000 tested, 0.38% active. AID 1775; in the data active means fluorescence above about 47; further: inactives centre near 10
Mcl1-Noxa inh = disrupts binding of human Mcl-1 to Noxa peptide. Q07820. TR-FRET Mcl-1/Noxa peptide binding, 2 h. inhibition, % at 21.7 µM. 220,000 tested, 1.5% active. AID 1022;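 active means compounds that cut the protein-peptide binding signal by more than 50% relative to plate controls in a single-dose test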;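 further: His-tagged Mcl-1 with rhodamine Noxa BH3 peptide and terbium anti-His antibody; 0% = Mcl-1 plus Noxa peptide wells and 100% = peptide-only wells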
* marks the source's active call; other numbers are inactive results; ? = inconclusive; / = no result given; [ ] = remark or other dose. Hits appear at their usual frequency; any-hit rate near 3.3%.

SMILES	RGS7-Gao reg	Mcl-1 Bim block	RGS8-Gao	ABCG2 inh	RGS4-Gao reg	Pf gamet viab	GSH bead fluor	ABCB1 block	Mcl1 Bid PPI	Avidin fluor	Mcl1-Noxa inh
CN(C)c1nc(N(C)C)nc(N2CC(=O)N(c3ccccc3)C2=N)n1	114	-1	102	15	105	-8	11	3.1	-12	4	-5
CCCCNC(=O)Nc1cc(C(=O)OC)ccc1Cl	115	-5	111	4	124	/	36	-0.7	4	6	-1
Cc1ccc(NC(=O)C2CCCN(S(=O)(=O)c3cnc[nH]3)C2)c(Br)c1 (stereo unspecified)	103	0	101	2	100	/	27	0.5	-8	6	-6
Cc1ccc2c(Cl)cc(Cl)c(OCC(=O)Nc3ccc(C)c(S(=O)(=O)N(C)C)c3)c2n1	101	-3	98	68	97	/	10	4.0	-14	23	5
Cc1ccc(SCCC(=O)N/N=C/c2ccncc2)cc1	104	1	105	1	102	0	23	0.2	-4	25	-7
CCN(Cc1ccccc1)C(c1cc2cc(C)cc(C)c2[nH]c1=O)c1nnnn1CCOC (stereo unspecified)	97	-2	95	3	99	7	14	1.7	7	29	-4
C=CCn1c(SCc2ccc(Cl)c(Cl)c2)nnc1C(CO)NC(=O)c1ccc(OC)cc1 (stereo unspecified)	95	0	102	9	98	-21	9	1.4	-1	9	8
CCOC(=O)c1[nH]c(C)c(C(=O)Nc2ccc3c(c2)CCC3)c1C	91	2	85	2	94	/	8	0.6	-28	9	-5
CC(C)CC(NC(N)=O)C(=O)NCCc1ccc(Cl)cc1 (stereo unspecified)	98	0	103	1	99	-10	11	-0.1	-19	12	16
CS(=O)(=O)Nc1nc2n(n1)C(c1ccccc1)CC(c1ccccc1)N2 (stereo unspecified)	?	/	100	/	101	8	/	/	-20	10	-19
CCN(CC)c1nc2c(s1)C(=O)CC(C)(C)C2	98	-2	100	2	96	/	24	-0.5	-11	29	8
Cc1cc2ncn(C3CC(=O)N(Cc4ccc(N5CCCC5=O)cc4)C3=O)c2cc1C (stereo unspecified)	106	3	101	-4	102	/	22	-2.6	-7	9	-6
c1ccc(SCCN2CCc3ccccc3C2)cc1	100	-2	102	11	101	-32	23	1.3	32	5	28
COc1ccc(CCNC(=O)COC(=O)CCC(=O)c2ccc(F)cc2)cc1OC	99	0	97	2	99	18	17	0.3	-27	12	21
O=[N+]([O-])c1cc(C(F)(F)F)cc([N+](=O)[O-])c1NCCCN1CCOCC1	97	0	100	0	103	2	13	0.3	-4	11	10
O=c1[nH]nc2n1CCCCC2	102	0	100	3	99	9	22	1.2	-6	13	6
O=[N+]([O-])c1ccc(O)c(/C=N/Nc2nc3ccccc3[nH]2)c1	90	-2	97	-6	90	/	9	-0.9	-26	9	3
COc1ccc(CCC(=O)Nc2cc([N+](=O)[O-])ccc2OC)cc1	99	-2	94	26	96	8	14	1.5	-2	3	13
C=CCN(CC=C)C(=S)NC(=O)/C=C/c1ccc(C)cc1	101	-5	106	2	101	14	7	0.2	-8	3	6
O=S(=O)(NCc1cn2ccccc2n1)c1cc(F)ccc1F	99	-6	99	17	99	/	23	2.2	-10	36	11
O=[N+]([O-])c1ccc(/C=N/N2CCN(c3ccncc3S(=O)(=O)N3CCCCC3)CC2)cc1	100	-3	100	3	99	4	5	1.5	-57	3	-3
CN(C)c1ccc(/C=C2/NC(=O)NC2=O)cc1	354*[activator]	-2	145*[activator]	8	549*[activator]	5	17	0.3	-79	113*	19
COc1ccc(NC(=O)CSc2nnc(CNC(=O)c3ccco3)o2)cc1	108	-3	105	1	105	14	11	0.6	-11	25	7
CC1CN(Cc2nc3c(c(=O)n(C)c(=O)n3C)n2Cc2ccccc2)CC(C)O1 (stereo unspecified)	104	2	100	0	103	/	16	0.9	-14	6	3
CCOC(=O)N/N=C/c1cc(C)n(-c2ccccc2)c1C	106	-6	103	9	104	10	16	0.8	-21	11	7
CCOc1ccc(C2c3c(oc4cc(C)c(C)cc4c3=O)C(=O)N2CCCN2CCOCC2)cc1 (stereo unspecified)	99	0	98	5	100	/	13	2.2	-18	7	-3
CC(C)=CCN1CCN(Cc2cnc(N3CCCC3)s2)CC1CCO (stereo unspecified)	97	-2	103	0	98	4	14	1.4	-49	11	7
Oc1ccc(-c2n[nH]c(=S)n2-c2ccc3c(c2)OCCO3)c(O)c1	93	-3	72	-7	99	-1	10	-0.2	-109	7	46
CCOC(=O)CN1C(=O)C(C)(C)Oc2ccc(C(=O)NC(C)(C)CC)cc21	94	0	100	3	97	/	12	0.6	-14	10	7
O=C(CCn1[nH]c(=O)c2ccccc2c1=O)NCCO	96	0	102	2	100	-15	25	0.7	15	13	4
NCCCC(=O)N1c2ccccc2Sc2ccccc21	105	-4	101	0	105	/	20	0.3	-17	6	0
NS(=O)(=O)c1ccc(CCNC(=O)c2cccc([N+](=O)[O-])c2)cc1	92	1	99	2	96	/	27	0.4	-6	10	-1
NNc1nc2c(-c3ccc(F)cc3)nnn2c2ccccc12	?	6	101	-5	100	13	12	-1.2	-23	13	69*
O=C(OCC(=O)c1c[nH]c2ccccc12)c1ccco1	102	-2	105	5	103	21	26	0.6	-19	7	9
COc1cc(CSC)nc(-c2ccccc2)n1	97	0	94	14	97	1	10	0.7	4	7	8
Cc1csc(NC(=O)c2cccn2C)n1	97	0	100	11	96	/	9	0.8	-18	16	20
CSc1nc(C)c2c(c1C#N)CCCC2	102	-2	99	0	104	/	65	0.2	-6	7	3
COc1cc(NC(=O)CSc2nnc3ccc(-c4ccncc4)nn23)cc(OC)c1	91	0	98	1	98	16	13	-0.9	-12	10	6
N/C(Cc1ccc(Cl)cc1)=N\OC(=O)c1cccc2ccccc12	93	-4	89	5	92	/	22	0.1	-4	6	15
Cc1ccnc(NC(=S)NC(=O)/C=C/c2ccco2)c1	90	3	96	0	93	/	24	0.1	-31	28	20
O=C(CSc1nnc2ccccn12)c1ccc2c(c1)OCCO2	108	0	100	-5	101	7	11	-7.8	-4	10	19
COc1ccccc1-c1cc(N)n(S(=O)(=O)c2cccc3nsnc23)n1	?	/	101	/	99	-2	/	/	-42	8	-1
CSc1nnc(CNS(=O)(=O)c2ccc(Cl)cc2)n1C	88	0	95	6	92	-12	16	1.4	-16	10	3
COc1cccc(/C=C2\C(=O)N(c3cccc(C)c3)C(=O)c3ccccc32)c1	95	-4	97	-17	100	10	5	-0.9	-7	11	10
O=C(Cn1nc2sc3ccccc3n2c(=O)c1=O)c1ccc(Cl)cc1	?	/	100	/	99	/	/	/	-3	7	4
O=C(C1=C[C@H](C2CCCCC2)C[C@H](OCCCCO)O1)N1CCN(Cc2ccc3c(c2)OCO3)CC1	100	0	100	2	93	/	19	3.8	2	5	12
CCCOc1ccc(/C=c2\sc3ncnn3c2=O)cc1	100	0	103	7	104	9	23	0.3	16	10	11
S=C1NCN(Cc2cccnc2)CN1c1cccc2ccccc12	?	/	44*	/	26*	-3	/	/	-30	1	5
Cc1ccccc1OC(=O)Cn1c(C(F)(F)F)nc2ccccc21	98	0	101	4	99	-4	37	0.9	2	11	11
O=C(c1cc2cc(Br)ccc2o1)N1CCCC1	?	-2	103	16	100	16	17	0.5	-19	11	9
Cn1c(=O)c(NC2CCCCC2)c2c3c(cccc31)C(=O)c1ccccc1-2	99	3	98	66	99	0	17	48*	-9	11	-28
Cc1ccc(-n2nnnc2-c2cnc(N3CCCC3)nc2C(F)(F)F)cc1	100	1	98	1	101	/	14	0.4	8	40	-12
Cc1c(NC(=O)CC2NC(=O)NC2=O)c(=O)n(-c2ccccc2)n1C (stereo unspecified)	98	-21	91	-1	97	/	10	0.3	9	17	19
COC(=O)C1=C(C)N(CCCC(=O)O)C(=O)NC1c1cccs1 (stereo unspecified)	96	-1	100	0	98	19	19	45*	-3	10	4
COc1ccccc1C(=O)N/C(=C/c1ccc(Br)cc1)C(=O)NCC(=O)O	97	0	98	0	96	/	58	0.5	-19	13	19
CCOC(=O)C(Cc1ccccc1)NC(=O)CCc1c(C)nc2ncnn2c1C (stereo unspecified)	96	2	101	5	95	18	15	1.2	-14	12	-3
O=C(c1ccco1)N1CCN(C(c2ccccc2)c2nnnn2C2CCCC2)CC1 (stereo unspecified)	94	-6	98	2	95	-6	18	1.2	12	7	19
CN(C)c1ccc(C2Nc3ccccc3C(=O)N2NS(=O)(=O)c2ccccc2)cc1 (stereo unspecified)	?	0	100	6	110	/	12	1.5	-40	43	38
COC(=O)C(C(=O)OC)C(C[N+](=O)[O-])c1ccc(O)c(OC)c1 (stereo unspecified)	99	-3	102	-1	100	12	10	0.1	-16	6	8
CN(C)CCCOC(=O)Cc1ccc(Cl)cc1	100	0	93	0	100	/	4	0.1	-6	6	-8
(cont.)
SMILES	RGS7-Gao reg	Mcl-1 Bim block	RGS8-Gao	ABCG2 inh	RGS4-Gao reg	Pf gamet viab	GSH bead fluor	ABCB1 block	Mcl1 Bid PPI	Avidin fluor	Mcl1-Noxa inh
O=C(NC1CCCC1)C(c1ccncc1)N(C(=O)Cc1cccs1)c1ccccc1 (stereo unspecified)	106	-4	103	0	103	24	23	-0.1	-22	13	-2
CSc1nnc(C)c(=O)n1COC(=O)COc1ccc(Cl)cc1Cl	99	0	101	2	102	9	7	0.4	-10	21	1
Cc1ccc(NC(=O)CN(C)C(=O)c2cc3ccccc3o2)cc1	99	-2	99	3	96	/	26	0.1	-27	9	15
O=C(CNS(=O)(=O)c1ccccc1)NCC(=O)OCc1ccc(Cl)cc1	?	/	96	/	102	6	/	/	-15	14	6
COC(=O)C(NS(=O)(=O)c1ccccc1Br)C(C)C (stereo unspecified)	?	/	102	/	103	9	/	/	-39	8	2
O=C(Nc1ccc2ccccc2c1)c1ccc(NS(=O)(=O)c2ccc(Br)s2)cc1	98	-1	99	-2	97	-3	5	-0.8	-17	0	6
FC(F)(F)c1nnc(-c2ccccc2)nc1Sc1ccc(Cl)cc1	99	-2	100	6	102	11	33	-0.3	-23	11	-18
Cc1cc(N2CCC(C)CC2)n2nc(C)c(-c3ccccc3)c2n1	104	-5	105	6	109	/	10	0.6	-40	20	-5
CCOC(=O)c1ccc(NC(=O)CSc2nnc(-c3ccncc3)n2C)cc1	102	-4	101	28	101	/	14	1.4	-34	9	9

Reprinted at random: three records from the list, in no set order.
SMILES	RGS7-Gao reg	Mcl-1 Bim block	RGS8-Gao	ABCG2 inh	RGS4-Gao reg	Pf gamet viab	GSH bead fluor	ABCB1 block	Mcl1 Bid PPI	Avidin fluor	Mcl1-Noxa inh
O=C(CNS(=O)(=O)c1ccccc1)NCC(=O)OCc1ccc(Cl)cc1	?	/	96	/	102	6	/	/	-15	14	6
COC(=O)C(NS(=O)(=O)c1ccccc1Br)C(C)C (stereo unspecified)	?	/	102	/	103	9	/	/	-39	8	2
Cc1cc(N2CCC(C)CC2)n2nc(C)c(-c3ccccc3)c2n1	104	-5	105	6	109	/	10	0.6	-40	20	-5

Source: PubChem BioAssay (several laboratories)
